# HTRA1 inhibitor = HTRA1 (human) protease inhibition; 340,000 compounds, 0.5% hits; inhibition, % at 5.96 µM; Q92743; recombinant HTRA1, FP-rhodamine activity-based probe, fluorescence polarization; in the data active means inhibition above about 36%;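 further: 0% = enzyme with DMSO and 100% = wells lacking enzyme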
# LEDGF integ inh = blocks HIV-1 LEDGF/p75-dependent DNA integration; TR-FRET IN-LEDGF/p75 DNA integration, Eu/Cy5; inhibition, % at 3.7 µM; 370,000 compounds, 0.64% hits;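 active means inhibition above the screen-wide mean plus 3 SD, cut at about 13% in these data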;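 further: signal is the Cy5 over europium emission ratio at 671 and 618 nm; 0% = plate median of compound wells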
# TCR-CD3 inh = human TCR-CD3 binding inhibition. TAMRA-labeled TCR probe fluorescence, biochemical. inhibition, % at 9.4 µM. 360,000 compounds, 0.37% hits. AID 651800; in the data active means inhibition above about 19%;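 further: recombinant mutant TCR 2C K166C tagged with TAMRA read by polarization; 0% = receptor in buffer alone and 100% = receptor with positive control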
# TDP2 inh = blocks human TDP2 phosphodiesterase activity | 370,000 compounds, 0.34% hits | recombinant TDP2, T5PNP hydrolysis, p-nitrophenol absorbance 415 nm | inhibition, % at 12.8 µM | AID 720702;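 active means inhibition above the mean of all tested compounds plus 3 SD, set per campaign, cut at about 25% in these data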;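 further: 0% = DMSO with enzyme and 100% = buffer with substrate but no TDP2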
# Target sequence (O95551 whole entry, looked up): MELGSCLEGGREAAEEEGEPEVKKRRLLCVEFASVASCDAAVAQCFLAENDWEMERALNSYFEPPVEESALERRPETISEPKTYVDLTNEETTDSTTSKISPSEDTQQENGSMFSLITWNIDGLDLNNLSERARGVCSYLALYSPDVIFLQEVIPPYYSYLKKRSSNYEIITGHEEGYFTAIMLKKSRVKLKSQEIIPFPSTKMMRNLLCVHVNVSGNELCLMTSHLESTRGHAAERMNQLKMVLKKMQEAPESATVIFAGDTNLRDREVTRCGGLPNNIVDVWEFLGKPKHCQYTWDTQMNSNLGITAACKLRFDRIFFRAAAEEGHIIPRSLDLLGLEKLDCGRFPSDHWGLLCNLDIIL
#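 Assay system: recombinant human TDP2 / Reagent: T5PNP substrate at 5 mM, a TopII-DNA adduct mimic / Measured by: epi absorbance from released p-nitrophenol / Evaluation: % inhibition relative to enzyme-containing and enzyme-free wells / Control set: enzyme-free and DMSO wells / Replicates: each compound tested once, singlicate / Schedule: enzyme reaction with compound for 2 h at 37 °C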
# NR1D1 modulator = modulators of human Rev-erb alpha DNA binding; activity, % at 10 µM; 370,000 compounds, 0.79% hits; Rev-erbα–FITC-DNA binding, fluorescence polarization, 90 min; AID 1259318;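 active means activity above about 14%, limit read from the data; passing the limit was not always enough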;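 further: 0% = DMSO wells with 35 nM protein and 100% = DMSO wells with 750 nM protein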
# rCAG RNA binder = binds r(CAG) RNA repeats | r(CAG) RNA repeat, TO-PRO-1 dye displacement fluorescence | inhibition, % at 3 µM | AID 651821 | 370,000 compounds, 1.3% hits;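 active means inhibition above the plate cutoff, the mean of all test compounds on that plate plus 3 SD, cut at about 35% in these data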;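 further: 0% = DMSO alone and 100% = 100 µM mitoxantrone as full dye displacement; higher means more dye released from RNA so lower well fluorescence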
# ABHD4 inh = ABHD4 (mouse) inhibition, primary FP screen; inhibition, % at 8.92 µM; AID 720543; 370,000 compounds, 0.54% hits; Q8VD66; purified mABHD4, FP-Rh probe fluorescence polarization;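 active means inhibition exceeding the mean over every tested compound plus 3 SD, cut at about 30% in these data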;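 further: 0% = plate median of compound wells and 100% = S159A mutant with DMSO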
#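 Material: mouse ABHD4 enzyme, wild type; Benchmarks: S159A mutant high control, sample median low control; Buffer or medium: HEPES pH 7.0, NaCl, Pluronic buffer; Signal: fluorescence polarization; Read-out: percent inhibition of probe binding, normalized to plate controls; Timing: pre-incubation 45 min, probe exposure 60 min, at 25 °C; Dosing: 8.92 µM, single dose.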
# SIAE inh = blocks human sialic acid acetylesterase; inhibition, % at 9.66 µM; 370,000 compounds, 0.69% hits; Q9HAT2; SIAE FP-Rh probe binding, fluorescence polarization;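 active means inhibition above a cutoff: mean of compounds within the control limits plus 3 SD of those, cut at about 17% in these data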;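 further: 0% = plate median of compound wells and 100% = probe without SIAE protein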
# PRMT1 inh = blocks human protein arginine methyltransferase 1; Q99873; recombinant PRMT1, activity-based probe fluorescence polarization; inhibition, % at 2.79 µM; 370,000 compounds, 1.3% hits; AID 652257;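 active means inhibition above about 21% made by adding two undisclosed values, limit read from the data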
# Target sequence (Q99873 whole entry, looked up): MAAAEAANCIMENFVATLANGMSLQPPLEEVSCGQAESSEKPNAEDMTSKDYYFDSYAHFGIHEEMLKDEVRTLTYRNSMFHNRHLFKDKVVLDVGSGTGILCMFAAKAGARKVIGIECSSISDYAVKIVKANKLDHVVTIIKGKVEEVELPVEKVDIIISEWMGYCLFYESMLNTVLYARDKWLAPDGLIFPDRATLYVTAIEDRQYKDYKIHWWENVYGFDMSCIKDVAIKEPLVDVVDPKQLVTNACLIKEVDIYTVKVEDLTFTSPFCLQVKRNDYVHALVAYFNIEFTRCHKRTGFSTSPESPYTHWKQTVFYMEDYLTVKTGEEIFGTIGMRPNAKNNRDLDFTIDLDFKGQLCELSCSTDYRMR
# PG9 binder = binds the HIV-1 gp120 antibody PG9. TR-FRET gp120-PG9 antibody binding. inhibition, % at 6.7 µM. 360,000 compounds, 0.43% hits. AID 624416; in the data active means inhibition above about 8.5%
# Numbers without * were called inactive; nt = no result given. A portion of the library; count on the stated rates, not on these rows.
SMILES,HTRA1 inhibitor,LEDGF integ inh,TCR-CD3 inh,TDP2 inh,NR1D1 modulator,rCAG RNA binder,ABHD4 inh,SIAE inh,PRMT1 inh,PG9 binder
COc1nnc(-c2ccc(C(=O)N3C[C@@H]4C[C@H](C3)c3cccc(=O)n3C4)cc2)c2ccccc12,-4,-1,-1,-14,-10,2,-12,-2,-2,1.5
COC(=O)C1=C(C(=O)OC)[C@]2([C@H]3CCCCN[C@@H](Cc4ccccc4)C(=O)N3Cc3ccccc3)C=C[C@H]1O2,-40,-3,-3,-1,1,6,-13,-5,0,-1.3
CN1CCN(CCC(=O)Nc2cccc(F)c2)CC1,-1,-2,2,4,0,-3,3,6,-1,2.8
C=CCN(c1ccccc1Cl)S(=O)(=O)c1cc(C(=O)N2CCCC2)ccc1Cl,-19,1,1,-2,3,-4,-2,4,-5,0.2
NC(=O)c1c(NC(=O)CCCC(=O)O)sc2c1CCCCCC2,6,-6,-5,0,-1,0,6,2,10,1.5
O=C(CSc1ncnc2sc3c(c12)CCC3)N1CCOCC1,6,5,5,5,-20,2,5,-15,3,0.3
CCOc1ccc(NC(=O)c2c(N)n(C)c(=O)[nH]c2=O)cc1,4,-1,3,-11,-1,0,3,-5,-1,-0.1
CC(C(=O)NC1CC1)c1ncc(C(F)(F)F)cc1Cl (configuration not stated),-5,5,1,-5,0,-1,-2,1,-1,-0.2
O=C(O)CN1C(=O)/C(=C\c2cc(Br)ccc2OCc2ccc([N+](=O)[O-])cc2)SC1=S,-50,-1,-1,3,8,77*,17,-11,24*,1.4
C=CCn1c(SCC(=O)Nc2nnc(CC)s2)nnc1-c1cccnc1,4,2,7,2,-5,-1,0,-4,-1,0.8
CCN(CC)CCOc1nc(C)nc2c1oc1ccccc12,-3,1,0,-4,-4,-1,0,18*,-3,-0.3
CC(C)C[C@H](NC(=O)OC(C)(C)C)c1nnc(SCC(=O)Nc2ccc(Br)cc2)o1,-35,1,0,-10,1,-5,-7,-14,0,-2.8
O=C(Nc1ccc(S(=O)(=O)NCc2cccnc2)cc1)c1ccccc1Cl,3,4,4,-10,2,-1,-3,-8,1,-1.2
CCc1ccccc1NC(=O)CN(C)C(=O)COc1ccc(C)nc1[N+](=O)[O-],-5,3,-7,-1,4,-2,3,1,-1,1.8
COc1ccc(OC)c(NC(=O)C2CCCCC2)c1,3,1,-6,-6,0,-5,-7,-9,4,1.1
CC(=O)OC(COc1cccc(C)c1)Cn1cnc2ccccc21 (configuration not stated),-19,0,6,7,-5,-6,-2,5,3,0.6
COc1cccc(CNC(=O)C2CCN(S(=O)(=O)N3CCC4(CC3)OCCO4)CC2)c1,1,4,2,5,0,-7,3,2,-1,0.1
Cc1ccccc1OCCCC(=O)Nc1nncs1,-12,-1,8,-1,-1,2,5,1,3,-0.6
COc1cccc(C(=O)N2CCC(CCC(=O)Nc3cccc(C)c3)CC2)c1,4,-3,7,0,-2,-8,-1,0,0,-1.1
CC(C)N(C(=O)CSc1nnc(NC2CC2)s1)c1ccccc1,8,2,-3,-5,-2,-3,-3,-5,-3,-0.1
COc1ccccc1NC(=O)c1cc(Br)ccc1Cl,-6,6,1,-2,4,1,3,-2,1,-0.7
CC(NC(=O)c1ccccc1Cl)C1COc2ccccc2O1 (configuration not stated),1,0,3,-6,3,1,-9,-8,-4,-0.5
O=C(Nc1ccccc1Br)C(=O)N1CCCC1,2,1,2,7,0,1,1,1,-2,0.9
Cc1ccc(Cl)cc1N1CCN(C(=O)c2ccc3nc[nH]c3c2)CC1,-5,-2,5,1,10,4,-1,1,0,-2.8
CCN(C(=O)c1cccc(S(=O)(=O)N(C)C)c1)C12CC3CC(CC(C3)C1)C2,-3,1,-8,-11,5,-2,1,8,2,1.4

# One compound at a time, from the list above.
# CC(C)C[C@H](NC(=O)OC(C)(C)C)c1nnc(SCC(=O)Nc2ccc(Br)cc2)o1 reads HTRA1 inhibitor: -35; LEDGF integ inh: 1; TCR-CD3 inh: 0; TDP2 inh: -10; NR1D1 modulator: 1; rCAG RNA binder: -5; ABHD4 inh: -7; SIAE inh: -14; PRMT1 inh: 0; PG9 binder: -2.8
# CC(C)N(C(=O)CSc1nnc(NC2CC2)s1)c1ccccc1 reads HTRA1 inhibitor: 8; LEDGF integ inh: 2; TCR-CD3 inh: -3; TDP2 inh: -5; NR1D1 modulator: -2; rCAG RNA binder: -3; ABHD4 inh: -3; SIAE inh: -5; PRMT1 inh: -3; PG9 binder: -0.1

# In a second layout: entries from further up
Compound	HTRA1 inhibitor	LEDGF integ inh	TCR-CD3 inh	TDP2 inh	NR1D1 modulator	rCAG RNA binder	ABHD4 inh	SIAE inh	PRMT1 inh	PG9 binder
CC(C)C[C@H](NC(=O)OC(C)(C)C)c1nnc(SCC(=O)Nc2ccc(Br)cc2)o1	-35	1	0	-10	1	-5	-7	-14	0	-2.8
O=C(Nc1ccc(S(=O)(=O)NCc2cccnc2)cc1)c1ccccc1Cl	3	4	4	-10	2	-1	-3	-8	1	-1.2
CCc1ccccc1NC(=O)CN(C)C(=O)COc1ccc(C)nc1[N+](=O)[O-]	-5	3	-7	-1	4	-2	3	1	-1	1.8
COc1ccc(OC)c(NC(=O)C2CCCCC2)c1	3	1	-6	-6	0	-5	-7	-9	4	1.1
CC(=O)OC(COc1cccc(C)c1)Cn1cnc2ccccc21 (configuration not stated)	-19	0	6	7	-5	-6	-2	5	3	0.6

# Later entries:
SMILES,HTRA1 inhibitor,LEDGF integ inh,TCR-CD3 inh,TDP2 inh,NR1D1 modulator,rCAG RNA binder,ABHD4 inh,SIAE inh,PRMT1 inh,PG9 binder
COc1cc(C(=O)OCC(=O)c2cc(C)n(CC3CCCO3)c2C)ccc1OCC(=O)N1CCOCC1 (configuration not stated),2,-4,-4,5,0,4,3,2,3,2.2
CC(=O)Nc1ccc(CN(C)c2c(C)nc3ccc(C(=O)N4CCN(c5ccccc5)CC4)cn23)cc1,nt,-1,0,4,-7,1,4,-2,3,-0.7
O=C(COc1ccc(Cl)cc1Cl)N(c1ccccn1)C1CCCCC1,-6,-6,-5,-8,-1,-6,-2,-1,4,-0.8
COC(=O)[C@]12C[C@H](CC(=O)NCc3cccc4ccccc34)C(=O)N(CCc3ccc(OC)c(OC)c3)C1=C[C@H](COCc1ccccc1)O[C@@H]2C,nt,5,nt,-6,-2,11,-7,-3,3,nt
O=C(Cn1ncc(Cl)c(Cl)c1=O)NC1CCS(=O)(=O)C1 (configuration not stated),-1,6,-3,-11,-5,10,-14,-2,16,1.3
Cn1nnnc1SCC(=O)NCc1cccs1,6,-2,0,5,2,2,2,-3,3,1.1
CN1CCC/C1=C/C=C1\SC(=S)NC1=O,15,18*,15,6,-1,-63,17,12,-1,-14
O=C(OCc1ccccc1)N1C=CC2CC1c1c(Cl)cccc12 (configuration not stated),-22,-5,0,5,-1,4,-3,-3,3,0.9
O=C(CN1CCN(C/C=C/c2ccccc2)CC1)NC(=O)NC1CCCCC1,8,3,2,-13,3,-10,0,1,-4,-1.4
O=C(CSc1nnc(-c2ccc(Br)cc2)o1)N1CCN(C(=O)c2ccco2)CC1,-8,-3,-3,7,-3,-5,4,-3,-1,-0.6
CCN1CCC(=NNC(=O)c2ccc(C)c([N+](=O)[O-])c2)CC1,6,-1,-3,9,-1,2,1,10,1,-1.3
COC(=O)c1ccc(S(=O)(=O)N2CCc3ccccc32)cc1,-9,2,-13,-4,2,-5,-2,2,-4,1.1
Cn1c(=O)c2c(nc(OCC3COC(C)(C)O3)n2Cc2ccccc2F)n(C)c1=O (configuration not stated),-5,-1,10,-9,5,-7,-4,1,0,1.8
CCn1c(SCC(=O)NN=Cc2ccc(C(=O)O)cc2)nc2ccccc21,nt,3,nt,-1,1,1,-7,1,-4,nt
Cc1ccc(C(=O)Nc2ncc([N+](=O)[O-])s2)cc1,1,-2,5,0,-3,8,5,-1,3,-3.1
O=S(=O)(NCC(c1ccc2c(c1)OCO2)N1CCOCC1)c1ccc(F)cc1 (configuration not stated),4,-3,-9,-4,0,-7,2,-1,2,1.4
Cc1ccc(C2CC(=O)N(c3ccc(F)cc3)C3=C2C(=O)CCC3)cc1 (configuration not stated),-3,-2,-1,-15,-4,1,-18,-1,6,0.3
CCc1cc2c(=O)n(CCCOC)c(SCC(=O)Nc3oc(C)c4c(C)n[nH]c(=O)c34)nc2s1,3,0,7,12,-4,-1,-1,5,-1,0.7
C=CCNC(=O)C1CCN(c2cncnc2)CC1,nt,5,nt,4,-9,0,1,0,2,nt
CCOC(=O)C(=CNNc1c(C)csc1C(=O)OC)C(=O)OCC,2,-1,-2,6,3,-6,-4,-3,6,-0.5
O=C(NNC(=O)c1ccco1)c1ccccc1,-3,0,2,6,1,0,0,-3,0,0.1
COc1cccc(OC)c1CN(C)C(=O)c1cnccc1C(F)(F)F,nt,1,-12,-13,-1,-7,-9,-2,2,-1.2
O=C(NNC(=O)c1sccc1-n1cccc1)Nc1ccccc1,-3,-10,-5,-1,8,3,6,6,6,-1.1
CCn1cnc2cc(NCc3cccs3)ccc21,3,-3,3,-5,0,-2,3,21*,5,-2.3
CCC(=O)N1CCC1(C)C(=O)Nc1cnc2ccccc2c1 (configuration not stated),nt,5,-6,9,17*,2,-1,3,-5,0.4
NC1=NC(=O)/C(=C/c2ccc(OCC(=O)O)cc2)S1,-1,4,4,11,0,-1,4,0,-2,-2.9
Cc1csc(NC(=O)CS(=O)(=O)Cc2ccccc2)n1,4,1,-1,8,0,4,3,-2,1,2.3
Cc1nn(C)cc1C(C)NC(=O)c1cc(COc2c(F)cccc2F)on1 (configuration not stated),0,0,2,7,1,-6,1,2,-3,-0.1
Cc1ccc(/C=N/NC(=O)c2ccc3c(c2)OCCO3)s1,3,2,-5,-35,2,0,-7,-3,-3,-3.3

# Shown as a hit in NR1D1 modulator, among the entries above:
Compound	HTRA1 inhibitor	LEDGF integ inh	TCR-CD3 inh	TDP2 inh	NR1D1 modulator	SIAE inh	PRMT1 inh	PG9 binder
CCC(=O)N1CCC1(C)C(=O)Nc1cnc2ccccc2c1 (configuration not stated)	nt	5	-6	9	17*	3	-5	0.4

# High-throughput results: PubChem BioAssay, several laboratories
